# BioA inh: BioA (M. tuberculosis) enzyme inhibition; purified M. tuberculosis BioA enzyme, plate reader; 360,000 tested, 0.096% active; inhibition, % at 9.99 µM; in the data active = inhibition above about 40%
# Starred values were filed as active, the others as inactive.
# The first 5 entries (preview)
SMILES,BioA inh
CC(C)NC(=O)N1[C@H](CO)[C@H](c2ccccc2)[C@@H]1CNC(=O)CN(C)C,5.1
CCC(=O)Nc1ccc2c(c1)C(=O)N(C)C[C@H](OC)[C@@H](C)CN(C(=O)Cc1cccnc1)[C@@H](C)CO2,-0.2
Cc1ccc(S(=O)(=O)N(C)C[C@H]2Oc3ccc(NC(=O)Cc4cn(C)c5ccccc45)cc3CC(=O)N([C@H](C)CO)C[C@@H]2C)cc1,-1.3
C/C=C/c1ccc2c(c1)O[C@@H](CN(C)Cc1ccc(C(=O)O)cc1)[C@@H](C)CN([C@H](C)CO)S2(=O)=O,-7.8
C[C@@H]1CN([C@@H](C)CO)C(=O)CCCn2cc(nn2)CO[C@@H]1CN(C)C(=O)Nc1ccc(N2CCCCC2)cc1,-0.2

# This part in full, repeating the preview:
SMILES,BioA inh
CC(C)NC(=O)N1[C@H](CO)[C@H](c2ccccc2)[C@@H]1CNC(=O)CN(C)C,5.1
CCC(=O)Nc1ccc2c(c1)C(=O)N(C)C[C@H](OC)[C@@H](C)CN(C(=O)Cc1cccnc1)[C@@H](C)CO2,-0.2
Cc1ccc(S(=O)(=O)N(C)C[C@H]2Oc3ccc(NC(=O)Cc4cn(C)c5ccccc45)cc3CC(=O)N([C@H](C)CO)C[C@@H]2C)cc1,-1.3
C/C=C/c1ccc2c(c1)O[C@@H](CN(C)Cc1ccc(C(=O)O)cc1)[C@@H](C)CN([C@H](C)CO)S2(=O)=O,-7.8
C[C@@H]1CN([C@@H](C)CO)C(=O)CCCn2cc(nn2)CO[C@@H]1CN(C)C(=O)Nc1ccc(N2CCCCC2)cc1,-0.2
COc1ccc(NC(=O)Nc2ccc3c(c2)C(=O)N([C@H](C)CO)C[C@@H](C)[C@@H](CN(C)Cc2ccncc2)O3)cc1,-1.5
CCCC#Cc1ccc2c(c1)O[C@H](CN(C)Cc1cncnc1)[C@H](C)CN([C@H](C)CO)S2(=O)=O,0.3
CC(C)C#Cc1ccc2c(c1)O[C@@H](CN(C)Cc1ccccn1)[C@@H](C)CN([C@@H](C)CO)S2(=O)=O,1.6
CC(C)NC(=O)Nc1ccc2c(c1)CC(=O)N([C@H](C)CO)C[C@H](C)[C@H](CN(C)Cc1ccc3c(c1)OCO3)O2,-0.4
CCCNC(=O)Nc1ccc2c(c1)OC[C@@H](C)NC[C@H](C)[C@@H](OC)CN(C)C2=O,-1.0
COCC(=O)N1[C@H](C#N)[C@H](c2ccc(C#Cc3ccccc3F)cc2)[C@@H]1CO,0.0
CNC[C@@H]1Oc2c(NC(=O)C3CCCCC3)cccc2C(=O)N([C@H](C)CO)C[C@@H]1C,-0.5
CN(C)CC#Cc1cccc(-c2nc(C(=O)N3CCN(C)CC3)cc3c2[C@H](CCO)N(S(=O)C(C)(C)C)C3)c1 (some centres not stated),-2.2
COCC(=O)Nc1ccc2c(c1)[C@H]1C[C@H](CC(=O)NCc3ccccc3)O[C@H](CO)[C@H]1O2,0.7
Cc1noc(C)c1NC(=O)N(C)C[C@@H]1OCCCC[C@@H](C)Oc2ccc(N(C)C)cc2C(=O)N([C@@H](C)CO)C[C@@H]1C,19.9
C/C=C/c1ccc2c(c1)O[C@H](CN(C)C)[C@H](C)CN([C@H](C)CO)S2(=O)=O,-1.8
CO[C@@H]1CN(C)C(=O)c2cc(NC(=O)C3CCOCC3)ccc2OC[C@@H](C)N(S(=O)(=O)c2ccc(Cl)cc2)C[C@H]1C,-3.4
COc1ccc(C#Cc2cnc3c(c2)C(=O)N([C@H](C)CO)C[C@H](C)[C@H](CN(C)C(=O)Nc2ccc(F)cc2)O3)cc1OC,0.4
CO[C@H]1CC[C@H]2CCOc3ccc(C#N)cc3C(=O)N(C)C[C@@H](c3ccccc3)CC(=O)N(C)C[C@@H]1O2,-0.6
CC(C)C#Cc1cnc2c(c1)C(=O)N([C@@H](C)CO)C[C@@H](C)[C@@H](CN(C)Cc1ccccn1)O2,3.4
Cc1ccc(-c2ccc3c(c2)O[C@H](CN(C)C(=O)CN(C)C)[C@@H](C)CN([C@H](C)CO)S3(=O)=O)cc1,-1.4
C[C@@H]1CN([C@@H](C)CO)C(=O)c2cc(NC(=O)Nc3ccc4c(c3)OCO4)ccc2O[C@@H]1CN(C)S(C)(=O)=O,-1.0
COCC(=O)Nc1ccc2c(c1)C(=O)N(C)C[C@@H](OC)[C@@H](C)CN(C(=O)Cc1cccnc1)[C@@H](C)CO2,-2.0
C[C@@H]1CN([C@@H](C)CO)C(=O)c2cccc(NS(C)(=O)=O)c2O[C@H]1CN(C)S(=O)(=O)c1cccs1,-1.0
CO[C@@H]1CN(C)C(=O)c2ccc(NC(=O)c3cc(C)on3)cc2OC[C@@H](C)NC[C@H]1C,-0.1

# (continued)
SMILES,BioA inh
COc1ccc(NC(=O)Nc2ccc3c(c2)C(=O)N([C@H](C)CO)C[C@@H](C)[C@@H](CN(C)C(=O)Nc2ccc(F)cc2)O3)cc1,3.1
CC(C)C#Cc1ccc2c(c1)O[C@H](CN(C)C(=O)c1cccnc1)[C@@H](C)CN([C@H](C)CO)S2(=O)=O,1.9
CC(C)C#Cc1ccc([C@@H]2[C@H](C#N)N(C(=O)CN(C)C)[C@H]2CO)cc1,0.1
CCNC(=O)C[C@@H]1CC[C@@H]2[C@@H](COc3ccc(NC(=O)NC(C)C)cc3C(=O)N2C)O1,0.3
CC(=O)N1[C@H](CO)[C@H](c2ccc(-c3ccc(F)cc3)cc2)[C@H]1CNC(=O)C1CC1,3.3
O=C(C[C@H]1CC[C@@H]2[C@H](COC[C@H](O)CN2S(=O)(=O)c2ccccc2)O1)NCc1ccc(-c2ccccc2)cc1,1.4
O=C(C1CCOCC1)N1C[C@@H]2[C@H](c3ccccc31)[C@H](CO)N2Cc1ccccc1,-2.5
Cc1noc(C)c1NC(=O)Nc1ccc2c(c1)C(=O)N([C@@H](C)CO)C[C@H](C)[C@@H](CN(C)C(=O)NC1CCCCC1)OCCCC[C@H](C)O2,1.8
COc1ccc(NC(=O)N(C)C[C@@H]2Oc3ccc(NC(=O)NC(C)C)cc3CC(=O)N([C@H](C)CO)C[C@H]2C)cc1,-1.7
Cc1noc(C)c1NC(=O)Nc1ccc2c(c1)C(=O)N([C@H](C)CO)C[C@H](C)[C@@H](CN(C)Cc1ccccc1)OCCCC[C@H](C)O2,1.1
C[C@H]1CN([C@@H](C)CO)S(=O)(=O)c2ccc(-c3ccc(C(=O)N(C)C)cc3)cc2O[C@@H]1CN(C)C(=O)Cc1ccccn1,1.4
C[C@@H](O)C#Cc1ccc2c(c1)O[C@@H](CN(C)C(=O)c1ccccc1)[C@@H](C)CN([C@@H](C)CO)S2(=O)=O,3.2
CC(C)NC(=O)N(C)C[C@H]1Oc2ccc(NC(=O)Cc3ccccc3)cc2CC(=O)N([C@@H](C)CO)C[C@@H]1C,2.3
C[C@H](CO)N1C[C@H](C)[C@H](CN(C)C(=O)CN2CCOCC2)Oc2cc(C#Cc3cccc(F)c3)ccc2S1(=O)=O,-1.2
Cc1cccc(NC(=O)C[C@H]2CC[C@H]3[C@@H](COc4ccc(NC(=O)C5CCC5)cc4C(=O)N3C)O2)c1,-0.5
CC(C)NC(=O)Nc1cccc2c1O[C@H](CN(C)C(=O)Nc1ccccc1)[C@H](C)CN([C@@H](C)CO)C2=O,3.6
CN1C(=O)c2cc(NC(=O)C3CCOCC3)ccc2OC[C@H]2O[C@@H](CC(=O)NC3CCCC3)CC[C@H]21,-0.8
Cc1noc(C)c1NC(=O)N[C@H]1CC[C@@H](CC(=O)NCCCN(C)C)O[C@H]1CO,-3.1
CN1CCN(C(=O)C[C@@H]2CC[C@H]3[C@@H](COC[C@@H](O)CN3C(=O)C3CC3)O2)CC1,-2.0
C[C@@H]1CN([C@H](C)CO)S(=O)(=O)c2ccc(C#CC3CC3)cc2O[C@@H]1CN(C)C(=O)CN(C)C,-0.2
Cc1ccc(S(=O)(=O)Nc2ccc3c(c2)C(=O)N([C@@H](C)CO)C[C@H](C)[C@@H](CN(C)C)O3)cc1,-0.1
COc1ccc(S(=O)(=O)Nc2ccc3c(c2)CC(=O)N([C@H](C)CO)C[C@@H](C)[C@H](CN(C)Cc2ccc(Cl)c(Cl)c2)O3)cc1,1.0
C[C@@H]1CN([C@H](C)CO)C(=O)c2cc(NS(=O)(=O)c3cn(C)cn3)ccc2O[C@@H](C)CCCCO[C@@H]1CN(C)CC1CC1,-2.1
CCN1[C@@H]2c3ccc(C4=CCCCC4)c(=O)n3C[C@H]1[C@H](CO)[C@H]2C(=O)N1CCCCC1,-0.5
CC=Cc1ccc2n(c1=O)C[C@@H]1[C@@H](CO)[C@H](C(=O)N3CCc4ccccc4C3)N(C(=O)CC)[C@H]21 (mixture of isomers),-1.5

# New compounds follow
SMILES,BioA inh
CCC(=O)N(C)C[C@H]1Oc2cc(C#Cc3ccccn3)ccc2S(=O)(=O)N([C@@H](C)CO)C[C@@H]1C,-0.3
COC(=O)C[C@H]1C[C@H]2c3cc(NC(=O)C4CCC4)ccc3O[C@H]2[C@@H](CO)O1,-0.1
O=C(N[C@@H]1C=C[C@H](CC(=O)N2CCOCC2)O[C@@H]1CO)c1cccc(F)c1,3.1
C[C@H](NC(=O)C[C@@H]1CC[C@H](NC(=O)C2CCOCC2)[C@@H](CO)O1)c1ccccc1,-1.2
COc1ccc(CN2[C@H](CO)[C@@H]3c4ccccc4N(C(=O)Nc4ccccc4)C[C@@H]32)cc1,0.2
CN1C(=O)c2cc(NC(=O)Nc3ccccc3Cl)ccc2OC[C@@H]2O[C@H](CC(=O)O)CC[C@H]21,-2.2
C[C@H](CO)N1C[C@H](C)[C@@H](CN(C)Cc2ccccc2)Oc2ccc(NC(=O)C3CCCCC3)cc2C1=O,2.3
C[C@H]1CN([C@@H](C)CO)C(=O)c2cc(NS(=O)(=O)c3ccccc3)ccc2O[C@@H]1CN(C)Cc1ccc(C(=O)O)cc1,-8.6
CCC(=O)N(C)C[C@@H]1Oc2ncc(C#CCC3CCCC3)cc2C(=O)N([C@H](C)CO)C[C@H]1C,-1.5
O=C(C[C@@H]1CC[C@H]2[C@@H](COC[C@@H](O)CN2Cc2nccs2)O1)NCc1ccccc1F,0.1
CC(C)NC(=O)N(C)C[C@@H]1Oc2ccc(NC(=O)Nc3cccc4ccccc34)cc2CC(=O)N([C@@H](C)CO)C[C@@H]1C,0.9
C[C@@H]1CCCCO[C@@H](CN(C)Cc2ccc(Cl)c(Cl)c2)[C@H](C)CN([C@@H](C)CO)C(=O)c2cc(NC(=O)NC3CCCCC3)ccc2O1,-1.2
C[C@@H]1CCCCO[C@@H](CN(C)C(=O)NC2CCCCC2)[C@@H](C)CN([C@@H](C)CO)C(=O)c2cc(NS(=O)(=O)c3ccc(F)cc3)ccc2O1,-0.7
CC(C)C(=O)Nc1ccc2c(c1)C(=O)N(C)[C@@H]1CC[C@@H](CC(=O)NCc3ccccc3)O[C@H]1CO2,-4.9
CC(C)NC(=O)N(C)C[C@H]1Oc2ncc(C#Cc3ccccc3F)cc2C(=O)N([C@@H](C)CO)C[C@@H]1C,-1.1
CC(C)NC(=O)N1[C@@H](C#N)[C@H](c2ccc(-c3ccc(F)cc3)cc2)[C@@H]1CO,2.0
O=C(Nc1ccc(F)cc1)N[C@@H]1CC[C@@H](CCNS(=O)(=O)c2ccccc2F)O[C@@H]1CO,-0.9
CCC(=O)N1CC[C@@H]2[C@@H](CO)Nc3ccc(-c4cccc(C#N)c4)cc3[C@@H]21,7.4
O=C(Cc1ccccc1)N[C@H]1CC[C@H](CC(=O)N2CCCCC2)O[C@@H]1CO,-2.2
Cn1cnc(S(=O)(=O)N[C@@H]2CC[C@H](CC(=O)NCC3CC3)O[C@H]2CO)c1,2.1
C[C@@H]1CCCCO[C@H](CN(C)C(=O)Cc2ccccc2)[C@H](C)CN([C@@H](C)CO)C(=O)c2cc(NS(=O)(=O)c3ccc(Cl)cc3)ccc2O1,1.6
COc1cccc(S(=O)(=O)N2C[C@@H](O)COC[C@H]3O[C@H](CC(=O)N4CCN(C)CC4)CC[C@@H]32)c1,-2.7
O=C(C[C@H]1C[C@H]2c3cc(NC(=O)CC4CC4)ccc3O[C@H]2[C@H](CO)O1)NCCc1ccccc1,-1.1
O=C([C@H]1[C@H](CO)[C@H]2Cn3c(cccc3=O)[C@H]2N1Cc1ccccc1)N1CCCCC1,-0.5
Cc1noc(C)c1S(=O)(=O)Nc1ccc2c(c1)CC(=O)N([C@@H](C)CO)C[C@@H](C)[C@H](CN(C)S(=O)(=O)c1ccccc1)O2,2.5

# Next section.
SMILES,BioA inh
N#C[C@@H]1[C@@H](c2ccc(C#CC3CC3)cc2)[C@@H](CO)N1C(=O)Cc1ccccn1,1.9
C[C@@H]1CN([C@H](C)CO)C(=O)c2cc(NC(=O)C3CCCCC3)ccc2O[C@@H](C)CCCCO[C@H]1CN(C)C(=O)c1ccccc1,-0.8
C[C@H](CO)N1C[C@H](C)[C@H](CN(C)Cc2ccc(Cl)c(Cl)c2)Oc2ccc(NC(=O)Cc3ccccc3)cc2CC1=O,-1.8
O=C1CS(=O)(=O)C(c2cccc([N+](=O)[O-])c2)N1c1ccccc1 (configuration not stated),-0.2
O=C(C[C@H]1CC[C@@H]2[C@H](COC[C@@H](O)CN2C(=O)Nc2ccc(Cl)cc2)O1)N1CCCCC1,2.4
CN1C(=O)c2cc(NC(=O)Cc3cccs3)ccc2OC[C@H]2O[C@H](CC(=O)NCC3CCCCC3)CC[C@H]21,-0.8
CO[C@H]1CN(C)C(=O)c2cc(NC(=O)c3cnccn3)ccc2OC[C@H](C)N(C)C[C@@H]1C,0.0

# Taken from above.
# BioA inh, `O=C1CS(=O)(=O)C(c2cccc([N+](=O)[O-])c2)N1c1ccccc1` (configuration not stated) reads -0.2
# BioA inh, `CN1C(=O)c2cc(NC(=O)Cc3cccs3)ccc2OC[C@H]2O[C@H](CC(=O)NCC3CCCCC3)CC[C@H]21` reads -0.8
# BioA inh, `CO[C@H]1CN(C)C(=O)c2cc(NC(=O)c3cnccn3)ccc2OC[C@H](C)N(C)C[C@@H]1C` reads 0.0
# BioA inh, `C[C@H](CO)N1C[C@H](C)[C@H](CN(C)Cc2ccc(Cl)c(Cl)c2)Oc2ccc(NC(=O)Cc3ccccc3)cc2CC1=O` reads -1.8
# BioA inh, `O=C(C[C@H]1CC[C@@H]2[C@H](COC[C@@H](O)CN2C(=O)Nc2ccc(Cl)cc2)O1)N1CCCCC1` reads 2.4
# BioA inh, `C[C@@H]1CN([C@H](C)CO)C(=O)c2cc(NC(=O)C3CCCCC3)ccc2O[C@@H](C)CCCCO[C@H]1CN(C)C(=O)c1ccccc1` reads -0.8
# BioA inh, `N#C[C@@H]1[C@@H](c2ccc(C#CC3CC3)cc2)[C@@H](CO)N1C(=O)Cc1ccccn1` reads 1.9

# An excerpt. The share of hits here may be higher or lower than overall.
